# Tau fibril ThT – blocks human tau fibril formation measured by thioflavin T. recombinant tau K18 P301L, heparin-induced fibrillization, ThT fluorescence. Potency, µM (highest dose often 57.4 µM), without a hit: top-dose activity, negative = inhibition, most hits filed as inhibitors. 2.1% of 270,000 active. AID 1460; also: % is scaled to controls: 0 for no effect and ±100 for the full control effect; nearly all actives have a fitted effect of over 55% in size
# Target sequence (P10636 561-689 P618L limits assumed): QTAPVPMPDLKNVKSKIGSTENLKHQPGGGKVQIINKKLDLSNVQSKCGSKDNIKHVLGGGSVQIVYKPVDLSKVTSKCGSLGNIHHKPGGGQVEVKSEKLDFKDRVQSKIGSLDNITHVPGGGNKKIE
#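 Recombinant human tau K18 fragment […] carrying P301L, 15 uM unlabeled plus 0.24 uM Alexa 594-labeled, was fibrillized with 20 uM heparin in 100 mM sodium acetate pH 7 for 6 hr at 37 C; 30 uM ThT fluorescence read after 1 hr.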
# HTT cytoprotect – cytoprotection in Huntington HTT-Q103 PC12 cell model | PC12 HTT-Q103 induced, cytoprotection, ATP luminescence, 40 h | Potency, µM (top dose mostly 56.4 µM), inactives show cytoprotection (ATP increase), hits mostly activators | 0.14% of 230,000 active | AID 1471;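 also: % of control where 0% means no effect; nearly all actives have a fitted effect of over 45% in size; toxic huntingtin expression switched on by the ecdysone agonist tebufenozide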
#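 PC12 cells with ecdysone-inducible HTT exon 1 Q103-GFP, induced with 100 nM tebufenozide and co-treated with library compounds in a dose series (1536-well, 1500 cells/well). Cytoprotection read as ATP content by ATPlite luminescence.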
# GAA inh – blocks human lysosomal alpha-glucosidase. P10253. purified human GAA, 4-MU-alpha-glucoside fluorescence. Potency, µM (series often up to 76.9 µM), for the others: at the top dose activity change, negative = inhibition, usual class: inhibitors. 0.005% of 200,000 active. AID 1466;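 also: plate controls were uninhibited enzyme wells for no effect and no-enzyme background for full effect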
#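 Compounds are titrated up to 77 uM against 4 nM human enzyme. Substrate 4-methylumbelliferyl-alpha-D-pyranoside (400 uM) reacts 20 min at room temperature in pH 5.0 buffer; liberated 4-methylumbelliferone is read at 440 nm.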
# GAA glycogen – alters human alpha-glucosidase cleavage of glycogen | recombinant GAA, glycogen substrate, Amplex Red glucose oxidase fluorescence | P10253 | AID 2100 | 0.38% of 300,000 active | Potency, µM (top dose mostly 76.4 µM), for inactives: at the top dose activity change, negative = inhibition, hits mostly inhibitors;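 also: 0% = full enzyme reaction and -100% = no-enzyme basal signal; the screen sought inhibitors and activators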
#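 Recombinant human enzyme (4 nM); glycogen substrate; 37 C, 40 min, pH 5.0. Readout: coupled glucose oxidase/Amplex Red fluorescence.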
# Tau fibril FP – tau fibrillization inhibition (FP) | P10636 | K18 P301L tau heparin fibrillization, Alexa594 FP, 6 h | Potency, µM (series often up to 57.7 µM), for inactives: at the highest dose activity, negative = inhibition, actives largely listed as inhibitors | 0.39% of 280,000 active; also: % is scaled to controls: 0 for no effect and ±100 for the full control effect; nearly all actives have a fitted effect of over 55% in size
#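 Read-out: fluorescence polarization of Alexa 594-labeled tau (0.24 uM), 555 nm excitation, 632 nm emission. Mixtures held 15 uM unlabeled K18 P301L, compound and 20 uM heparin, pH 7 acetate buffer, incubated 6 hr at 37 C.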
# aGlu spleen mod – inhibits or activates alpha-glucosidase in human spleen homogenate; P10253; human spleen homogenate, 4-MU-alpha-glucoside fluorescence; Potency, µM (doses to about 79.9 µM), inactives show top-dose activity change, negative = inhibition, actives largely listed as inhibitors; 0.006% of 240,000 active; AID 2112;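 also: 0% = enzyme with vehicle and -100% = no enzyme basal signal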
#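 Human spleen homogenate (1 ug) with 4-methylumbelliferyl-alpha-D-glucopyranoside (1 mM final) in 50 mM citrate/phosphate pH 5.0, 0.01% Tween-20; 40 min at 37 C. Stopped at pH 10; 4-MU fluorescence Ex 365/Em 440 nm; AC50 by Hill fit.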
# Tau fluor counter – counter-screen for tau fibril formation inhibitors | tau K18 P301L (four-repeat tau fragment) Alexa594 fluorescence, heparin fibrillization | Potency, µM (titrated, usually from 57.7 µM), for the others: top-dose activity change, negative = decrease | 0.93% of 280,000 active | AID 1463; also: % is scaled to controls: 0 for no effect and ±100 for the full control effect; nearly all actives have a fitted effect of over 55% in size
#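 Human K18 P301L tau (15 uM unlabeled plus 0.24 uM Alexa 594-labeled, final) in 100 mM sodium acetate pH 7 was mixed with compound and 20 uM heparin and incubated 6 hr at 37 C.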
# aGal spleen mod – alpha-galactosidase A (human) modulation. P06280. human spleen homogenate, 4MU-alpha-Gal fluorescence, 40 min. Potency, µM (doses to about 80 µM), for the others: top-dose activity change, negative = inhibition, most hits filed as inhibitors. 0.008% of 240,000 active;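 also: 0% = enzyme with vehicle and -100% = no enzyme basal signal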
# Target sequence (P06280 32-429 limits assumed): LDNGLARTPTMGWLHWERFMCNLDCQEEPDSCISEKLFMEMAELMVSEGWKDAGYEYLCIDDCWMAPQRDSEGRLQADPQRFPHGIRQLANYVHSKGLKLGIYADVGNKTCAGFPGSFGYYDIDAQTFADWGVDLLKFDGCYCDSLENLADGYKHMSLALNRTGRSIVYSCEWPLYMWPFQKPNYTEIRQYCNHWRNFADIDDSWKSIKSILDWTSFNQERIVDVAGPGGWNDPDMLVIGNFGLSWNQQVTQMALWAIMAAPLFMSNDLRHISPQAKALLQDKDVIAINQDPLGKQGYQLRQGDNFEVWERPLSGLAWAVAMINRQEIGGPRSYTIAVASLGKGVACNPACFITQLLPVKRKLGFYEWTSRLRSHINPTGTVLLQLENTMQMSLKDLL
#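 qHTS titration in buffer at pH 5.0. Alpha-galactosidase activity in spleen homogenate was measured via 4-methylumbelliferone release from 1 mM fluorogenic substrate after 40 min at 37C and a pH 10 stop. AC50 came from Hill fits of control-normalized data.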
# The depositor's hits bear a star; ? = inconclusive; . = no result given; [ ] = remark or other dose. Calls follow the shape of the dose curve; as a rule, active = well fitted curve in the direction sought with a large enough effect; inconclusive = small, poorly fitted or top-dose-only effect, or another doubt; inactive = no such curve, though single readings can be large; an effect the other way counts as inactive or inconclusive. Potency is read from the fitted curve at half-maximal effect.
[1] COc1ccc(-c2noc(COc3cc(C)c(Br)c(C)c3)n2)cc1OC
[2] CCCC(=O)Nc1c2c(nn1-c1ccc(OC)cc1)CS(=O)(=O)C2
[3] CCCn1c(SCC(=O)Nc2ccccc2N2CCOCC2)nc2c1c(=O)n(C)c(=O)n2C
[4] COc1ccc(C(=O)NNC(=O)CSc2nnc(COc3ccccc3)n2C)cc1
[5] COC(=O)CSc1nc(N)nc(C)c1Cl
[6] COc1ccc(COC(=O)N/N=C2/C[C@@H](O)[C@@H](O)[C@@H]3[C@@H]4C(=O)N(Cc5ccc6c(c5)OCO6)C(=O)[C@H]4CC[C@H]23)cc1
[7] CCOc1ccc(-c2nnn(CCC(=O)O)n2)cc1OC
[8] CN(C(=O)CSc1nc(-c2ccc(F)cc2)cs1)C1CCS(=O)(=O)C1 (configuration not stated)

entry no.	1	2	3	4	5	6	7	8
Tau fibril ThT	?	1%	-5%	-17%	-1%	-19%[11.5 µM]	2%	-19%
HTT cytoprotect	.	3%[0.074 µM]	-10%[1.9 µM]	24%[10 µM]	.	-40%[inhibitor][10 µM]	-1%[10 µM]	-26%
GAA inh	.	-8%	-3%	-4%	-4%	.	-3%	-4%
GAA glycogen	-23%[76.3 µM]	-1%	-5%	-3%	-5%	.	4%	6%
Tau fibril FP	?	3%	-11%	-1%	-1%	-14%[11.6 µM]	3%	2%
aGlu spleen mod	.	3%	-1%	-2%	0%	1%[17.4 µM]	-8%	-1%
Tau fluor counter	-18%	0%	-7%	-14%	0%	-25%[11.6 µM]	3%	-14%
aGal spleen mod	.	8%	9%	1%	4%	0%[17.5 µM]	-16%	4%

[9] Cc1ccc(Nc2nc3c(s2)CCC3)c(C)c1
[10] Cc1ccc(Nc2nnc(SCC(=O)Nc3cccc(S(=O)(=O)NC4=NCCCCC4)c3)s2)c(C)c1
[11] COc1ccc(C(=O)/C=C/c2ccc(OC)c(CN3CCOCC3)c2)cc1
[12] CCn1c(SCc2ccccc2)nnc1C1CCN(S(=O)(=O)c2ccc(OC)cc2)CC1
[13] COc1ccc(CCNC(=O)Cc2cc(OC)c(OC)cc2Br)cc1OC
[14] COC(=O)c1c(N2C(=O)[C@H]3[C@@H](C2=O)[C@]2(C(=O)Nc4c2ccc(C)c4C)N2CCC[C@@H]32)sc(C)c1C
[15] O=C(CSCc1ccc(F)cc1)Nc1nc2c(s1)CCCC2
[16] COCCNS(=O)(=O)c1ccc2c(c1)oc(=O)c1cc(S(=O)(=O)NCCOC)ccc12

entry no.	9	10	11	12	13	14	15	16
Tau fibril ThT	?	-8%	?	-6%	7%	?	?	5%
HTT cytoprotect	12%[10 µM]	2%[10 µM]	1%[10 µM]	-16%	-17%	-13%[1.9 µM]	-8%	-3%[10 µM]
GAA inh	-3%	-8%	-8%	-1%	7%	-2%	-3%	0%
GAA glycogen	-12%	-3%	6%	70%	3%	5%	11%	3%
Tau fibril FP	-5%	3%	-5%	8%	-2%	10%	-11%	-2%
aGlu spleen mod	-3%	2%	-2%	-9%	-3%	-9%	-2%	0%
Tau fluor counter	-9%	-28%	-4%	0%	6%	-19%	?	4%
aGal spleen mod	-3%	-2%	-2%	10%	-4%	-16%	0%	6%

# Single records (already shown). Order of screens: Tau fibril ThT | HTT cytoprotect | GAA inh | GAA glycogen | Tau fibril FP | aGlu spleen mod | Tau fluor counter | aGal spleen mod
# Record of COC(=O)c1c(N2C(=O)[C@H]3[C@@H](C2=O)[C@]2(C(=O)Nc4c2ccc(C)c4C)N2CCC[C@@H]32)sc(C)c1C → ? | -13%[1.9 µM] | -2% | 5% | 10% | -9% | -19% | -16%
# Record of COc1ccc(CCNC(=O)Cc2cc(OC)c(OC)cc2Br)cc1OC → 7% | -17% | 7% | 3% | -2% | -3% | 6% | -4%
# Record of O=C(CSCc1ccc(F)cc1)Nc1nc2c(s1)CCCC2 → ? | -8% | -3% | 11% | -11% | -2% | ? | 0%
# Record of COc1ccc(C(=O)/C=C/c2ccc(OC)c(CN3CCOCC3)c2)cc1 → ? | 1%[10 µM] | -8% | 6% | -5% | -2% | -4% | -2%

# Continued.
[17] CC(C)N=C(NC#N)SCc1ccccc1
[18] O=C(Cn1ncc2ccsc2c1=O)N1CCN(c2ccc(F)cc2)CC1
[19] Cc1ccc(-n2nc3c(=O)n(CC(=O)c4ccc(F)cc4)nc(C)c3c2C)cc1
[20] CCCNC(=O)Nc1cccc(C(=O)OC)c1
[21] COc1ccc(-c2c(C#N)c(SCC(N)=O)nc3c2CCCC3)cc1
[22] COc1cccc(CC(NC(C)=O)C(=O)NC2CCN(S(=O)(=O)c3ccc(F)cc3)CC2)c1OC (configuration not stated)
[23] O=C(CCSc1ccccc1)Nc1ccc(S(=O)(=O)N2CCOCC2)cc1
[24] Cc1csc(SCc2ccccc2C(=O)O)n1

entry no.	17	18	19	20	21	22	23	24
Tau fibril ThT	-5%	?	-12%	-10%	-6%	0%	-7%	3%
HTT cytoprotect	-20%	.	.	20%[10 µM]	-9%[10 µM]	25%[10 µM]	4%	1%[10 µM]
GAA inh	-3%	.	-1%	.	-5%	?	?	-9%
GAA glycogen	-5%	12%[76.3 µM]	6%	-5%	3%	3%	-5%	0%
Tau fibril FP	6%	-2%	-5%	-9%	3%	-12%[2.34 µM]	-5%	5%
aGlu spleen mod	2%	.	-2%	-9%	-13%	2%	-5%	1%
Tau fluor counter	-5%	-13%	-12%	-12%	-11%	4%	-23%	5%
aGal spleen mod	14%	.	-5%	5%	-21%	-26%	0%	-4%

[25] O=C1Nc2ccccc2C(O)(C(=O)NC2CC2)N1c1ccc(Cl)c(Cl)c1 (configuration not stated)
[26] Cc1ccc2[nH]c(=O)c(CN(CCO)Cc3nnnn3CCc3ccccc3)cc2c1
[27] Cc1cc(C)c2c(-n3cccc3)nn(C)c2n1
[28] COc1ccc(C(=O)NN2C(=O)C3CCC(C)(C2=O)C3(C)C)cc1 (configuration not stated)
[29] CCCCN(CC)CCNc1ncnc2onc(-c3ccc(Cl)cc3)c12
[30] Cc1ccc(C2C=C(c3ccc(Cl)cc3)Nc3nc(NS(=O)(=O)c4ccccc4)nn32)cc1 (configuration not stated)
[31] CN1CCN(C(=O)c2ccc(Cl)c(S(=O)(=O)N3CCCCCC3)c2)CC1
[32] N#Cc1ccc(-c2ccc(Cl)cc2)nc1Oc1ccc(F)cc1

entry no.	25	26	27	28	29	30	31	32
Tau fibril ThT	-9%	-15%	-14%	4%	-1%	?	0%	6%
HTT cytoprotect	-16%	2%	-4%	9%	.	.	-26%	-25%
GAA inh	-13%	-2%	-7%	1%	.	.	3%	0%
GAA glycogen	0%	0%	0%	5%	-8%[76.3 µM]	?	9%	4%
Tau fibril FP	4%	-3%	3%	0%	3%	?	11%	-7%
aGlu spleen mod	-5%	-8%	6%	3%	.	.	6%	5%
Tau fluor counter	0%	-9%	-11%	3%	-10%	-22%	7%	-2%
aGal spleen mod	7%	7%	7%	6%	.	.	0%	2%

[33] COc1ccc(/C=N/N2C(=O)C3C4C=CC(C4)C3C2=O)cc1[N+](=O)[O-] (configuration not stated)
[34] COC(=O)C(NC(=O)CSc1nc(N)cc(=O)[nH]1)c1ccccc1 (configuration not stated)
[35] Cc1cc(NC(=O)CN2CCC(C)CC2)nc2c1c(=O)oc1ccccc12
[36] CCC(C)NS(=O)(=O)c1ccc(S(=O)(=O)N2CCCC3(CCCCC3)C2)cc1 (configuration not stated)
[37] Cc1ccccc1NC(=S)NCc1ccc2c(c1)cc(C)n2C
[38] CCOC(=O)N1CCC(NC(=O)Cn2c3c(c(-c4ccccc4Cl)cc2=O)CCC3)CC1
[39] CCOC(=O)c1cnc2ccc(OCC)cc2c1N1CCN(C)CC1
[40] Cc1ccc(-c2[nH][nH]c(=O)c(=O)c2N=Nc2ccccc2)cc1

entry no.	33	34	35	36	37	38	39	40
Tau fibril ThT	9%	3%	-1%	-21%	?	-11%	-13%	.
HTT cytoprotect	.	4%	.	-34%	.	10%	-8%	-4%[10 µM]
GAA inh	5%	6%	.	-10%	-9%	5%	3%	.
GAA glycogen	8%	22%	-12%[76.3 µM]	-11%	-12%	-8%	2%	-5%
Tau fibril FP	7%	-2%	1%	-12%	9%	3%	-6%	5%
aGlu spleen mod	-1%	2%	.	-9%	-4%	-10%	1%	-1%
Tau fluor counter	10%	9%	-2%	?	?	4%	-9%	-11%
aGal spleen mod	-6%	-3%	.	3%	7%	2%	6%	2%

[41] NC(=O)C1CCN(CC(=O)c2c[nH]c3ccc(F)cc23)CC1
[42] O=C(Nc1ccc2nc(SCc3ccccc3)sc2c1)c1cccc(F)c1
[43] CC(=O)Nc1ccccc1C(=O)C(=O)Nc1cccc(Br)c1
[44] COc1ccc(N(C(=O)CNC(=O)c2ccco2)C(C(=O)NC2CCCCC2)c2ccco2)cc1 (configuration not stated)
[45] CCOC(=O)C1=C(CS(=O)(=O)c2ccc(F)c(C)c2)NC(=O)NC1c1ccccc1OC (configuration not stated)
[46] COC(=O)c1c(NC(=O)COc2cc(C)c(Cl)c(C)c2)sc2c1CCCC2
[47] O=C1CCCCC1C(Nc1ccc(Cl)cc1)c1ccccc1 (configuration not stated)
[48] Cc1ccc(Cn2c(=O)n(Cc3ccco3)c(=O)c3sc4ccccc4c32)cc1
[49] COc1cccc(C(=O)C2CCCN(Cc3cccn3-c3cccnc3)C2)c1 (configuration not stated)
[50] CCC(=O)N/N=C(\C)CC(=O)Nc1ccccc1-c1ccccc1

entry no.	41	42	43	44	45	46	47	48	49	50
Tau fibril ThT	-3%	9%	-10%	3%	-2%	?	-17%	2%	-10%	?
HTT cytoprotect	13%[10 µM]	.	13%	-22%[10 µM]	.	.	4%	.	13%[10 µM]	.
GAA inh	1%	.	-2%	1%	.	.	0%	.	.	-4%
GAA glycogen	-2%	-8%[76.3 µM]	13%	-9%	12%[76.3 µM]	-1%[76.3 µM]	-7%	-5%[76.3 µM]	-10%	4%
Tau fibril FP	5%	?	-3%	-1%	-10%	?	10%	-6%	3%	-1%
aGlu spleen mod	-1%	.	0%	3%	.	.	-11%	.	6%	-6%
Tau fluor counter	-4%	-20%	-17%	-2%	-4%	-7%	?	-6%	-9%	-29%
aGal spleen mod	8%	.	-2%	-8%	.	.	-20%	.	3%	-7%
